High-throughput results deposited in PubChem by several laboratories.
DAX1 inh-1: inhibits human nuclear receptor DAX1. P51843. HEK293 Gal4-DAX1 luciferase reporter, luminescence. inhibition, % at 6.75 µM. hit rate 0.99% among 340,000. AID 504766;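 active = inhibition above the mean over all tested compounds plus 3 SD, cut at about 4.2% in these data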;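 also: 0% = DAX1-transfected cells with DMSO and 100% = empty-vector control cells with DMSO; inhibition shows as a rise in luminescence from relieved DAX1 repression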
sPLA2-III inh: Inhibits HGIII-sPLA2 liposome hydrolysis, primary screen; hit rate 0.56% among 370,000; QFRET BODIPY PC-A2 liposome hydrolysis, fluorescence; inhibition, % at 12.2 µM;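 active = inhibition above mean plus 3 SD of compounds lying within the high and low control bounds, cut at about 19% in these data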;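 also: 0% = median of test compound wells and 100% = no enzyme DMSO wells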
NPR2 activator: GC-B (human) receptor activation. AID 1920062. hit rate 0.11% among 370,000. HEK293-GC-B cells, CNP EC30, cGMP TR-FRET; 0% at EC30 CNP, 100% saturating CNP. activation, % at 10 µM. P20594;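 active = activation at 10 µM reaching about 35% in either raw or pattern-adjusted values, limit read from the data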
hcDAF12 agonist: H. contortus DAF-12 activation, primary screen | HEK293 hcDAF-12 lit1-tk-luc reporter, luminescence; 0% DMSO, 100% Δ7-dafachronic acid | activation, % at 6.8 µM | hit rate 1.4% among 370,000 | AID 652067;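 active = activation above the mean of all tested compounds plus 3 SD, cut at about 5.5% in these data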;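 also: 100% = response to 3 µM Δ7-dafachronic acid high control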
DAX1 inh-2: blocks DAX1 repression of SF-1 activated StAR promoter; hit rate 1.1% among 370,000; HEK293T StAR-luciferase reporter, SF-1/DAX-1 repression relief; inhibition, % at 6.8 µM; AID 652010;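 active = inhibition above the mean over all tested compounds plus 3 SD, cut at about 3.6% in these data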;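 also: 0% = DAX-1 cells with DMSO and 100% = cells lacking DAX-1 with DMSO; higher inhibition means more luminescence from relief of DAX-1 repression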
GC-A act: GC-A (human) enzyme activation; hit rate 0.14% among 370,000; activation, % at 10 µM; HEK293 GC-A cells, cGMP TR-FRET, EC30 ANP; 0% at EC30 ANP, 100% saturating ANP; P16066; AID 1671463; in the data active = activation above about 40%
Target sequence (P16066 whole entry, looked up): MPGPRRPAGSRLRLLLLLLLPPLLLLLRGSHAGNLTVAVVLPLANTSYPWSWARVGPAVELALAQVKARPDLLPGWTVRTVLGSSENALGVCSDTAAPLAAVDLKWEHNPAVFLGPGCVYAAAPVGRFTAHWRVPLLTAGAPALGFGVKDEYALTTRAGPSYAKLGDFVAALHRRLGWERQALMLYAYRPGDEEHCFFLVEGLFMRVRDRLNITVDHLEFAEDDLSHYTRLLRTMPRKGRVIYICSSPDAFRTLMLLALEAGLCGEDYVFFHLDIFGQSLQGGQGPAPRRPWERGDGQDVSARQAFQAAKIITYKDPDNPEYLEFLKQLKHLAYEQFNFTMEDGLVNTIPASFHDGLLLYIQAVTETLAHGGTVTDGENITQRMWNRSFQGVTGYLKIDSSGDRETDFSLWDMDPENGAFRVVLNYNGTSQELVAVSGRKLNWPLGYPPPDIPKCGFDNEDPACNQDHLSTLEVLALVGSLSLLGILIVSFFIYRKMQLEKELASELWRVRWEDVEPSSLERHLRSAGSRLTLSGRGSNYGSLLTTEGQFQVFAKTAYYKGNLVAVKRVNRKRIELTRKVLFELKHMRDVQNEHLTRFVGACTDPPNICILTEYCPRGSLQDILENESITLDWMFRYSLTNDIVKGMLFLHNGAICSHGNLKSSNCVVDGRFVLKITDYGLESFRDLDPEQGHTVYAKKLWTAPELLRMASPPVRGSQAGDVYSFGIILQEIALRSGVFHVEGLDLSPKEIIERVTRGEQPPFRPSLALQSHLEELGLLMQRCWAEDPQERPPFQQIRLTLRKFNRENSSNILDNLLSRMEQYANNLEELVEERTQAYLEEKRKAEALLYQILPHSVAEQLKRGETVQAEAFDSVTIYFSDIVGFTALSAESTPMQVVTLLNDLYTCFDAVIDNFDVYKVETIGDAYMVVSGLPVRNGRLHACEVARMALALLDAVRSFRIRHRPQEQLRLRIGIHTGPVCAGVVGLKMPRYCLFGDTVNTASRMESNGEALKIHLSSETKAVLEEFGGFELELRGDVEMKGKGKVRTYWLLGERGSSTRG
FXN GAA850 act: activators of GAA850 frataxin (FXN) promoter. activation, % at 6 µM. hit rate 0.56% among 360,000. HEK293 lucGAA850 FXN promoter luciferase reporter, 24 h; percent of 10 µM SAHA response. AID 540364;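 active = activation above the average of all compounds screened plus 3 SD, cutoff fixed separately per campaign, cut at about 7.5% in these data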;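 also: 0% = DMSO wells and 100% = 10 µM SAHA wells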
ADAM10 inh: inhibits human ADAM10 | O14672 | recombinant ADAM10, EDANS/DABCYL FRET peptide cleavage, 3 h | inhibition, % at 7 µM | hit rate 0.62% among 370,000 | AID 720582;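 active = inhibition above a per-campaign cutoff equal to the mean of compounds falling between control-based bounds plus 3 SD, cut at about 20% in these data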;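 also: 0% = DMSO wells while the 100% control is not disclosed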
hgDAF12 agonist: hgDAF-12 agonism, primary luciferase screen; HEK293 GAL4-hgDAF12 UAS-luciferase reporter, agonist luminescence; normalized to butyrate control; activation, % at 6.8 µM; hit rate 1.8% among 370,000; AID 687014;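 active = activation above a cutoff set at the mean of all screened compounds plus 3 SD, cut at about 10% in these data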;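 also: 0% = DMSO wells and 100% = sodium butyrate wells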
SMARCA2 act: activators of SMARCA2 function | MG213 cells, MMTV-luciferase reporter, dexamethasone, overnight | activation, % at 9.1 µM | hit rate 1% among 370,000 | AID 652017; in the data active = activation above about 7.8%;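 also: 0% = vehicle wells and 100% = reference activator wells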
ssDAF-12 act: activators of S. stercoralis DAF-12 nuclear receptor | HEK293 ssDAF-12/GRIP1 lit1-tk-luc reporter, luminescence; % of 3 µM dafachronic acid response | activation, % at 6.8 µM | hit rate 1% among 370,000;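 active = activation above the mean over all tested compounds plus 3 SD, cut at about 0.9% in these data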;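 also: 0% = DMSO-only wells and 100% = 3 µM delta7-dafachronic acid wells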
Numbers without * were called inactive; . = not tested or not shown.

Below each compound: DAX1 inh-1, sPLA2-III inh, NPR2 activator, hcDAF12 agonist, DAX1 inh-2, GC-A act, FXN GAA850 act, ADAM10 inh, hgDAF12 agonist, SMARCA2 act, ssDAF-12 act
Cc1cccc(C(=O)NCC(=O)OCC(=O)N2CCCCC2)c1
→ -0.4, -1, 2, -1.3, 1.1, 3, -0.4, -1, 0.8, -4, -1.3
COc1ccccc1C/C(N)=N/OC(=O)c1cccc([N+](=O)[O-])c1C
→ -1.2, 4, 2, -0.1, -0.4, 2, 0.2, 9, -0.9, 1, -1.1
Cc1cc(OC(=O)c2ccc(S(=O)(=O)N3CCCC3)cc2)c([N+](=O)[O-])c(=O)[nH]1
→ -0.3, 3, 3, 0.5, 0.0, 0, 3.2, 1, -0.1, -1, -1.0
COc1ccc(C(=O)Nc2cc3c4c(c2)C(C)C(=O)N4CCC3)c(OC)c1 (centres undefined)
→ -0.4, -19, 1, -1.1, 0.2, 3, 2.7, -2, 0.5, 3, -1.0
O=c1[nH]c2cc3c(cc2cc1CN(CCCO)C(=S)NCc1ccco1)OCO3
→ 0.3, 8, -5, -0.9, 0.1, 2, 0.0, -289, -3.2, -2, -0.6
Cc1c(NC(=O)/C(C#N)=C/c2c(Oc3ccccc3)nc3ccccn3c2=O)c(=O)n(-c2ccccc2)n1C
→ 0.6, 4, 5, 0.0, -1.0, 1, 2.1, -25, -1.9, 4, -0.8
CCOc1ccc2nc(NC(=O)CN3CCN(CC)CC3)sc2c1
→ -0.1, -4, -4, 0.1, 0.1, 6, 1.2, -2, 4.4, 1, -0.9
COc1ccc(Cc2nnc(SCC(=O)Nc3ccc(N4CCOCC4)cc3)o2)cc1
→ -1.2, -5, 2, -1.5, -0.2, -1, -0.8, -11, -0.2, 0, -0.5
CC1(C)CC(=O)C2=C(C1)NC(Nc1nc3ccccc3o1)=NC21CCCCC1
→ -0.5, 3, -5, 0.5, 0.8, -5, -1.3, 1, -1.5, 0, -0.6
O=C(c1cccs1)N1C[C@@H](O)[C@H](n2cc(C3CC3)nn2)C[C@@H]1c1ccccc1
→ 0.0, 0, 2, -0.7, 0.0, -2, -1.1, -3, 4.0, -1, -1.1
O=C1CCC/C1=c1\s/c(=C\c2cccnc2)c(=O)n1-c1ccccc1
→ 0.8, 4, 1, -0.7, -1.0, 2, -2.4, 8, 2.1, -1, -2.0
COCCCNS(=O)(=O)c1ccccc1
→ 0.9, -1, -2, -0.4, 0.3, 0, -1.2, 0, -0.3, 1, -1.7
COc1ccc(-c2nc3ccc(Cl)cn3c2Cc2cccc(F)c2)cc1OC
→ ., -6, 20, -1.7, 0.8, 19, ., -93, 1.9, -1, -1.1
COC(=O)c1cnc(Nc2cccc(C(F)(F)F)c2)c([N+](=O)[O-])c1
→ 1.3, 4, 1, 0.9, -0.6, -3, 1.5, 1, 1.3, 4, -1.4
CC(=O)NCCc1nc2cc(NC(=O)c3cccs3)ccc2n1C
→ -0.2, -1, -8, 3.4, 1.0, -2, 1.2, -10, -1.6, -2, -1.6
CCOc1ccc2nc(NC(=O)c3ccc(OC)c(S(=O)(=O)N4CCOCC4)c3)sc2c1
→ -0.4, -3, 2, -0.8, -0.3, 11, -0.3, -6, -1.2, 1, -1.0
CS(=O)(=O)N(CC(=O)N1CCN(c2ccc(F)cc2)CC1)c1cccc(Cl)c1
→ -0.7, -5, -6, -0.3, -0.2, -8, 2.5, 3, 3.2, 1, -2.0
Cc1ccc(CSc2nnc(SCC(=O)N/N=C/c3ccccc3OCC(=O)O)s2)cc1
→ 0.2, -8, -3, 0.8, 0.2, 1, -6.8, -2, 6.2, -4, -1.4
O=C1NC2(CCCCCC2)C(=O)N1Cc1ccccc1F
→ 0.3, 8, 4, 0.8, 0.4, 0, 1.3, -6, -0.4, -2, -0.9
CC(NC(=O)c1nn(C)c(=O)c2ccccc12)c1ccccc1 (centres undefined)
→ -0.2, 2, -5, -0.2, -0.6, 0, -0.4, -4, -1.1, 0, -1.2
COc1ccc(-n2c(SCC(=O)Nc3ccccc3-c3ccccc3)nnc2-c2ccco2)cc1
→ ., -2, -3, -3.6, -0.6, -15, ., -2, -2.4, -6, -1.6
CC(=O)Nc1ccc(S(=O)(=O)N2CC(=O)NC(=O)C2)cc1
→ 1.0, 2, 1, -0.1, 0.6, 6, -1.2, 4, 0.3, 0, -1.0
CCCCCOC(=O)c1ccc(NC(=O)c2cccc(NC(=O)c3ccccc3C(=O)O)c2)cc1
→ -1.8, -12, 0, -3.2, -0.7, -2, 1.0, -3, -0.5, -1, -0.9
Fc1ccc(NC(=S)N2CCOCC2)cc1Cl
→ -0.3, 6, 0, -0.5, -0.2, -2, -0.2, -2, 2.2, 0, -0.2
Cc1ccc2c(c1)nnn2C1CCN(C(=O)c2ccccc2F)CC1
→ -1.6, -1, 1, 1.6, 0.5, -1, -1.7, -1, 1.9, 4, -0.4
CC1=C(C(=O)N(C(C)C)C(C)C)CC(CC(=O)NC2CC2)C(=O)N1Cc1ccc(C(C)(C)C)cc1 (centres undefined)
→ ., -4, -5, -1.0, 1.4, 7, ., 0, -0.1, -2, -0.6
Cc1cc(C)n(CC(=O)NNC(=O)c2ccc(NC(=O)CC#N)cc2)n1
→ 0.0, -9, -1, 0.7, 0.3, 0, -0.1, 0, -0.4, 1, -0.8
CC(C)CCn1cnc2c1c(=O)n(CC(=O)NC(N)=O)c(=O)n2Cc1ccccc1
→ 1.9, 2, 0, 0.3, -0.1, 7, 0.6, -4, -0.6, -1, -0.5
CCCCCCN1CCN(C2CN(Cc3cn(Cc4ccc(C(F)(F)F)cc4)nn3)S(=O)(=O)C2)CC1 (centres undefined)
→ ., -19, -4, -2.1, -2.4, -1, ., -1, -2.9, -2, -1.3
Cc1cccc(CC(=O)c2c[nH]c3ccccc23)c1
→ ., -15, 1, -0.3, -0.7, -1, 0.9, 6, -1.1, -1, -0.9
Cc1cccc(C(C)C)c1NC(=O)C1CCN(S(=O)(=O)c2ccccc2)CC1
→ -1.6, 0, 7, -1.7, -3.4, -1, -3.3, -10, -1.4, -4, -1.4
Cc1cccc(NC(=O)CN(C)C(=O)c2ccc3ccccc3n2)c1C
→ -1.5, -6, 5, 4.5, 3.1, -1, 3.0, 8, 4.4, 0, 0.0
CC(=O)c1c(C)[nH]c(C(=O)OC2CCCCC2=O)c1C (centres undefined)
→ -0.5, 2, 3, -2.3, 0.6, -1, 0.5, -2, 1.3, -1, -0.8
CC(C)CC(N)c1csc(Nc2cc(Oc3ccccc3)ncn2)n1 (centres undefined)
→ ., 1, 1, -2.7, 0.2, -11, 0.5, -2, -1.4, 3, -1.3
O=C(NCCc1ccccc1F)c1ccc(Sc2ccccc2Cl)c([N+](=O)[O-])c1
→ ., -2, -6, 0.2, 0.0, 1, ., -1, 2.1, -1, -0.8
C[C@H](O)[C@@H]1CN2CCc3c([nH]c4c(-c5ccccc5)cccc34)[C@@H]2C[C@@H]1N(C)CC1CCCCC1
→ ., -4, -2, 0.9, -0.1, 0, ., -30, 2.5, -3, -0.5
O=C(CN1C(=O)S/C(=C\c2ccccn2)C1=O)Nc1ccccc1
→ 0.4, -1, 6, 2.2, 0.1, 2, 1.8, -2, 1.5, 1, -0.2
c1ccc(-c2nc3ccccc3nc2-c2ccc(CN3CCC4(CC3)CNc3ccccc34)cc2)cc1
→ ., 11, 4, -0.4, -0.1, 5, ., -3, 0.6, -4, -0.5
C[C@H](CO)N1C[C@H](C)[C@H](CN(C)Cc2ccc(C(=O)O)cc2)OCc2ccccc2-c2c(n(C)c3ccccc23)C1=O
→ -0.2, -34, -9, -1.3, 0.3, -6, -2.9, -9, 2.5, -1, -1.2
Cc1ccc(OC(C)C(=O)N=Nc2c(O)[nH]c3ccc([N+](=O)[O-])cc23)cc1 (centres undefined)
→ -0.3, -13, 3, -1.8, -0.4, 2, 0.9, 17, -2.4, -3, -0.8
CCOc1cc(C)c(S(=O)(=O)N2CCCCC2)cc1C
→ -0.3, 0, ., -0.7, -1.1, ., 0.8, -1, 0.1, -3, -1.4
CC(C)SCCCCOc1ccc2ccccc2c1
→ 0.3, 3, -2, -1.2, -0.1, 2, 0.8, -1, -0.2, 2, -1.7
CCOC(=O)C(CCCCCCC(NC(C)=O)(C(=O)OCC)C(=O)OCC)(NC(C)=O)C(=O)OCC
→ 4.7*, 9, -2, -0.3, -0.3, 6, 2.4, -6, 0.1, 1, -0.7
O=C(CCSc1ccccc1)Nc1ccc(S(=O)(=O)Nc2ncccn2)cc1
→ 0.3, -3, 0, -0.5, 1.2, 2, -0.8, 1, -0.8, 1, -0.2
Cc1[nH]c(=O)[nH]c(=O)c1N(C)C
→ -0.6, 0, -2, 2.2, -0.2, 2, 0.9, -2, 0.4, -1, -0.5
CC(C)NS(=O)(=O)c1ccc(OCC(=O)NC2CCCCCC2)cc1
→ 1.0, -8, -4, -0.8, -0.3, 3, -2.1, 1, -2.2, 1, -1.1
CC1(C)CC(Cc2ccccc2C(F)(F)F)N(C(=O)OC(C)(C)C)C1 (centres undefined)
→ ., 4, 3, -0.5, 0.6, 0, ., -2, -0.3, -3, -1.4
Cc1ccc(Cn2c(CN3CCOCC3)nc3c2c(=O)n(C)c(=O)n3C)cc1
→ 3.0, 6, 6, -0.3, 0.3, 2, 3.3, -4, -0.5, -2, -0.5
COc1ccc(CCNC(=O)COc2ncnc3ccccc23)cc1OC
→ -0.4, 3, 3, -2.3, -0.5, 3, 2.3, -7, 0.8, -4, -1.6
CCN(CC)S(=O)(=O)c1ccc(N2Cc3ccccc3C2=N)cc1
→ 1.7, -1, -3, 0.2, -0.5, -4, 0.2, 1, -1.7, 0, -1.5
O=C1CN(C(=O)NCCC(=O)NC2CCCCC2)c2ccccc2N1
→ 1.3, 4, -2, -0.7, 2.4, 2, -1.4, 6, 2.7, 0, -1.3
Nc1ccccc1NC(=O)NC(=O)c1ccccc1
→ 4.6*, 7, -2, 1.4, 2.0, 1, 4.0, 6, 16*, 6, 2.0*
O=C(O)CSc1ncnc2c1oc1ccccc12
→ 0.7, 9, 3, -1.0, -0.1, 3, -2.2, -11, 0.5, -5, -1.4
CC(=O)c1ccc(S(=O)(=O)NC2CC(=O)N(c3cccc(F)c3)C2)cc1 (centres undefined)
→ -1.9, -2, -4, -0.3, 0.2, 3, 0.1, -3, -0.6, 1, -0.3
COc1cc(C)c(S(=O)(=O)N2CCOCC2)cc1C(C)C
→ -0.2, -6, 0, -2.7, -0.8, -3, -0.8, 4, -0.3, -2, -0.5
O=C(O)Cn1c(-c2cscn2)nc2ccccc21
→ -0.3, 2, 6, -2.6, -0.2, 3, 1.2, -5, -0.2, 0, -0.9
CC1CCCN(C(C(=O)Nc2ccc3c(c2)OCO3)c2ccccc2)C1 (centres undefined)
→ 0.2, 7, -11, 6.3*, 0.8, -8, -0.4, 13, 6.5, -4, -0.2

3 entries already listed, arranged by the number in hcDAF12 agonist, smallest number first:
mol,hcDAF12 agonist
CC(=O)c1c(C)[nH]c(C(=O)OC2CCCCC2=O)c1C (centres undefined),-2.3
Cc1cccc(CC(=O)c2c[nH]c3ccccc23)c1,-0.3
CC(C)CCn1cnc2c1c(=O)n(CC(=O)NC(N)=O)c(=O)n2Cc1ccccc1,0.3
